Bioassay records deposited in PubChem BioAssay by The Scripps Research Institute Molecular Screening Center.
CHRM5 agonist: human M5 muscarinic receptor agonists, primary screen, CHO-K1 cells, Fluo-8 calcium fluorescence; Muscarinic acetylcholine receptor M5 (Homo sapiens), P08912; CHO-K1 hM5 cells; 0% DMSO wells, 100% maximal acetylcholine response; activation, % at 3 µM; 360,000 tested, 0.19% active;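 active means activation above the run's mean over test compounds plus 3 SD, cut at about 23% in these data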;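 further: signal is peak over basal fluorescence ratio across the kinetic read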
Target sequence (P08912 whole entry, looked up): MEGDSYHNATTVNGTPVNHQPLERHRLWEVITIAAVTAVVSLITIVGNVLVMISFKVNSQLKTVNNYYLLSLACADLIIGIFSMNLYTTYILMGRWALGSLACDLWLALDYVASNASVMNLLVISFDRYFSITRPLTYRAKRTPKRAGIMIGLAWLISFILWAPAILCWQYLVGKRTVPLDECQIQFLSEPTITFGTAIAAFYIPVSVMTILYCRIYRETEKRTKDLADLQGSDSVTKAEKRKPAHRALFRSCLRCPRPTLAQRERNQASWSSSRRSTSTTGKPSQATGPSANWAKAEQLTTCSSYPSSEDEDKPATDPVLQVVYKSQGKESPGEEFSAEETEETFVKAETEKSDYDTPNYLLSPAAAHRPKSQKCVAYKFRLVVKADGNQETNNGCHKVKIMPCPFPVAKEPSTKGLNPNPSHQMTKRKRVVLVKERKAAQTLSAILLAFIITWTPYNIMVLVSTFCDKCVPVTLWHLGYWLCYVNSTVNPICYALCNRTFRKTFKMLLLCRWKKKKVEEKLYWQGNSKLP
M5 PAM: human M5 muscarinic receptor positive allosteric modulators, primary screen, CHO-K1 cells, Fluo-8 calcium fluorescence. 360,000 tested, 0.3% active. CHO-K1 hM5, ACh EC20 PAM; 0% = ACh EC20, 100% = ACh EC100. AID 624038, 2012. activation, % at 3 µM;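 active means activation above the run cutoff, the mean activation of all test compounds plus 3 SD, cut at about 18% in these data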
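System: CHO-K1 hM5 cells. Reagent: acetylcholine, EC20 level. Compound dosing: single dose, 3 µM nominal final test concentration. Timing: Post-acetylcholine fluorescence recording 140 s. Detection: Fluo-8 calcium fluorescence. Read-out: % activation, ACh-normalized. Benchmarks: ACh EC20 and EC100 wells. Repeats: singlicate, one well per test compound.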
M1 ag parental: counter-screen for M1 agonists: effect in parental CHO-K1 cells; Fluo-8 calcium fluorescence; scaled to maximal ATP response, vehicle zero; activation, % at 3 µM; 360,000 tested, 0.48% active; in the data active means activation above about 15%;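 further: untransfected CHO-K1 host cells lacking M1 receptor as counterscreen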
M1 PAM parental: nonselective calcium activators in parental CHO-K1 cells, primary screen, counter-screen for M1 PAM project, cell-based, Fluo-8 calcium fluorescence, full deck, 1536-well; 360,000 tested, 0.02% active; activation, % at 3 µM; ATP EC20; 0% at ATP EC20, 100% at ATP max; AID 602247, 2012;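 active means activation above the run cutoff, the mean activation of all test compounds plus 3 SD, cut at about 40% in these data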;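 further: peak over basal fluorescence ratio in a 140 s read after ATP addition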
M5 antag: human M5 muscarinic receptor antagonists, primary screen, CHO cells, Fluo-8 calcium fluorescence | 360,000 tested, 0.59% active | CHO-hM5 cells, ACh EC80 | inhibition, % at 3 µM;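 active means inhibition above a per-plate cutoff, the mean of that plate's test compounds plus 3 SD, cut at about 27% in these data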;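 further: 0% = acetylcholine EC80 with DMSO and 100% = DMSO without agonist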
M4 antag: human M4 muscarinic receptor antagonists, primary screen, CHO cells, Fluo-8 calcium fluorescence; Muscarinic acetylcholine receptor M4 (Homo sapiens), P08173; CHO-hM4 cells, ACh EC80; inhibition, % at 3 µM; 360,000 tested, 0.73% active;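 active means inhibition above its plate's cutoff, the mean inhibition of sample wells plus 3 SD, cut at about 27% in these data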;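 further: 0% = acetylcholine EC80 with DMSO and 100% = DMSO without agonist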
Target sequence (P08173 whole entry, looked up): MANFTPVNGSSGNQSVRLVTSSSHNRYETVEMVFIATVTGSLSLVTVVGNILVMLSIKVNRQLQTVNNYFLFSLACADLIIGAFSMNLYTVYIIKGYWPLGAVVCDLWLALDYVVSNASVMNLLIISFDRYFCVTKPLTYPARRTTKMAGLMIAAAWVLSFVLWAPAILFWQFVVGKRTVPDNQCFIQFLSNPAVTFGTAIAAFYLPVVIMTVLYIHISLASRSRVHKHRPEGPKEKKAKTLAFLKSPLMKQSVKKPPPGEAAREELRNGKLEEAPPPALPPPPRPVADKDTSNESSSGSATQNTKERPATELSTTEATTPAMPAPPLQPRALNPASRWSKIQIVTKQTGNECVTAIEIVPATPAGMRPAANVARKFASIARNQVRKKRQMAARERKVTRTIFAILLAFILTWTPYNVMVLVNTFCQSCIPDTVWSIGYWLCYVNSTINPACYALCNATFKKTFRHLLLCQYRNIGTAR
CHRM4 agonist: human M4 muscarinic receptor agonists, primary screen, CHO-K1 cells, Fluo-8 calcium fluorescence | 360,000 tested, 0.14% active | activation, % at 3 µM | Muscarinic acetylcholine receptor M4 (Homo sapiens), P08173 | CHO-K1 hM4/Gqi5; vehicle 0%, full acetylcholine response 100%;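 active means activation above the run mean over all test wells plus 3 SD, cut at about 32% in these data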;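 further: peak over basal fluorescence ratio per well then scaled between controls; 0% = DMSO wells and 100% = acetylcholine at EC100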
CHO-K1 Ca antag: nonselective inhibitor or artifact in parental CHO-K1 cells; inhibition, % at 3 µM; 360,000 tested, 0.6% active; ATP-induced calcium, Fluo-8 fluorescence;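 active means inhibition above a per-plate cutoff, the plate's mean sample inhibition plus 3 SD, cut at about 24% in these data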;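 further: 0% = DMSO plus EC80 ATP and 100% = DMSO alone without ATP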
M4 PAM: human M4 muscarinic receptor positive allosteric modulators, primary screen, CHO-K1 cells, Fluo-8 calcium fluorescence; 360,000 tested, 0.4% active; activation, % at 3 µM; CHO-K1 hM4/Gqi5, ACh EC20; 0% = ACh EC20, 100% = maximal ACh; Muscarinic acetylcholine receptor M4 (Homo sapiens), P08173;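 active means activation above its plate's cutoff, the mean activation of sample wells plus 3 SD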; further: some results filed as inactive read as strong as hits
* hit, by the source's call.

SMILES	CHRM5 agonist	M5 PAM	M1 ag parental	M1 PAM parental	M5 antag	M4 antag	CHRM4 agonist	CHO-K1 Ca antag	M4 PAM
Cc1cc(C)cc(NS(=O)(=O)c2cc(C(=O)NCc3ccccn3)ccc2Cl)c1	4	-11	3.3	4	5	13	15	-1	-16
COC(=O)Cn1c(=O)c(C(=O)CCl)c(N)n(Cc2ccccc2)c1=O	-2	-2	0.5	10	4	-10	1	-6	10
COc1ccccc1N1CCN(C(=O)CCC(=O)O)CC1	-6	3	0.1	7	-9	-19	0	11	9
Cc1cccc(NC(=O)CSc2nnc(C)n2Cc2ccccc2)c1	-5	8	0.7	22	-6	-19	2	-3	12
CC(C(=O)N1CCN(c2ccccc2F)CC1)c1ccc([N+](=O)[O-])cc1 (centres undefined)	-3	-7	2.7	16	12	3	3	-10	-6
Cc1ccc(/C=N/n2c(C)n[nH]c2=S)o1	-1	0	0.4	20	2	1	0	-11	6
CC(C)c1nnc(NC(=O)C2CCCN2C(=O)Nc2ccc(F)cc2)s1 (centres undefined)	-4	-5	0.4	1	8	-4	3	-6	-6
CCCOc1ccc(C(=O)NC2CCSc3ccccc32)cc1 (centres undefined)	-10	2	0.1	14	6	-8	-1	-1	5
N=c1n(CCN2CCOCC2)c2ccccc2n1Cc1ccccc1Br	-5	-1	-0.6	-8	1	5	-1	16	-9
CC1CCCC(C)N1S(=O)(=O)c1ccc(NC(=O)CNC2CCCC2)cc1 (centres undefined)	7	9	2.7	-1	3	-9	9	-5	3

Two of the compounds above, with values under each structure:
Each structure is followed by: CHRM5 agonist | M5 PAM | M1 ag parental | M1 PAM parental | M5 antag | M4 antag | CHRM4 agonist | CHO-K1 Ca antag | M4 PAM
COc1ccccc1N1CCN(C(=O)CCC(=O)O)CC1
    -6 | 3 | 0.1 | 7 | -9 | -19 | 0 | 11 | 9
CC(C(=O)N1CCN(c2ccccc2F)CC1)c1ccc([N+](=O)[O-])cc1 (centres undefined)
    -3 | -7 | 2.7 | 16 | 12 | 3 | 3 | -10 | -6

Going on with the list:
SMILES	CHRM5 agonist	M5 PAM	M1 ag parental	M1 PAM parental	M5 antag	M4 antag	CHRM4 agonist	CHO-K1 Ca antag	M4 PAM
CCOC(=O)C1(C)CCCCCN1C(=O)c1ccc(OC)cc1 (centres undefined)	1	-6	0.1	-14	-11	3	1	25*	-5
Cc1ccccc1N/N=C/c1ccc(N2CCOCC2)cc1	0	-1	0.0	-2	2	1	0	-12	-2
COc1cccc(-c2nnc(-c3ccc(C(F)(F)F)cc3)o2)c1OC	-3	9	0.6	5	-2	4	1	-3	12
CCCCOc1ccc(NC(=O)CSc2nnnn2C)cc1	-2	2	0.0	17	5	3	-1	-3	-3
COc1cccc(C2C(=O)c3ccccc3C2=O)c1	-1	-2	0.2	11	0	0	0	-7	-2
CC(=O)c1c(O)cc2c3c1OC(C)(C)C1CCC(C)(CC31)O2 (centres undefined)	-2	-6	1.2	13	0	6	1	-11	-7
O=c1[nH][nH]cc1C=NCc1cccnc1	-1	0	-0.3	14	-4	-1	1	-3	0
CCCCn1c(NC(=O)c2ccccc2)c(C#N)c2nc3ccccc3nc21	4	-4	1.9	9	10	7	0	-1	-6
NS(=O)(=O)c1ccc(CCNC(=O)CCS(=O)(=O)c2ccc(Br)cc2)cc1	-1	-1	2.2	14	6	-7	7	-5	2
CC(CCC(C)OC(=O)c1ccccc1C(=O)O)OC(=O)c1ccccc1C(=O)O (centres undefined)	-4	-1	2.8	-15	5	-2	1	-6	1
Cc1cc(O)c(/C=N/Nc2ccc(Cl)cc2)c(=O)o1	1	2	0.7	13	0	-1	0	-5	2
Cc1ccc(Sc2ccc(NC(=O)c3ccc(S(C)(=O)=O)cc3Cl)cc2)cc1	0	0	0.6	12	-1	10	0	-2	-3
CC(=Nc1ccccc1)c1sc2ccccc2c1O	2	1	0.9	5	0	11	2	3	-6
Cc1c(Cl)cccc1N(Cc1ccc(C(=O)O)cc1)S(=O)(=O)c1ccccc1	1	5	2.3	14	0	2	2	-7	6
Cc1cc(C)n(CC2CC(=O)N(c3ccc(Cl)c(Cl)c3)C2=O)n1 (centres undefined)	-8	-8	0.1	-2	3	-1	1	2	-3
Cc1cccc(C)c1Cn1c(C)c(C(=O)NCc2ccccc2C(F)(F)F)sc1=O	-2	-5	3.8	14	0	-4	1	13	-3
O=C(N/N=C/c1cc([N+](=O)[O-])ccc1O)NC12CC3CC(CC(C3)C1)C2	-2	-1	0.3	23	-3	-6	1	-11	6
O=C(c1cc2nc(-c3ccc(Cl)cc3)cc(C(F)(F)F)n2n1)N1CCOCC1	1	-2	-0.7	-2	-3	3	0	-1	-5
COc1cccc(Nc2nc3ccc(OC)cc3s2)c1	-5	-15	5.3	-11	10	11	17	-1	-16
CC1Cc2nc(SCC(=O)Nc3ccc4c(c3)OCCO4)n(C)c(=O)c2S1 (centres undefined)	4	0	1.3	3	-1	0	0	6	9
COc1cc(S(=O)(=O)N2CCN(C(=O)c3ccco3)CC2)c(OC)cc1C	4	9	1.0	17	1	-4	1	-7	3
CC(C)(C)C(=O)N(CCN(C(=O)C(C)(C)C)c1ccccc1)c1ccccc1	0	10	0.2	8	0	0	1	-18	-1
CCc1cccc2c(=O)c(C(=O)NCCCOC)c[nH]c12	-3	-3	0.5	1	10	4	1	-3	-5
CCCc1nnc(SCC(=O)O)n1/N=C/c1ccc2c(c1)OCO2	-1	1	0.9	23	-5	12	0	-20	6
CC(=O)Nc1ccc(S(=O)(=O)NCC2CCC(C(=O)N3CC(C)CC(C)C3)CC2)cc1 (centres undefined)	-3	3	1.3	2	-2	-5	1	-17	3
CCOC(=O)C1=NNC2C(=O)N(Cc3ccccc3)C(=O)C12 (centres undefined)	1	-9	2.3	11	10	1	10	-10	-9
O=C(O)CCC(=O)N1N=C(c2c(-c3ccccc3)c3cc(Cl)ccc3[nH]c2=O)CC1c1cccs1 (centres undefined)	0	5	-0.6	15	-11	-2	0	-11	4
Cc1nc2cc(C(=O)OCC(=O)NC3CCS(=O)(=O)C3)ccc2n1-c1ccccc1 (centres undefined)	-4	3	0.9	18	-8	-8	1	-4	3
CC1CC2(CCCC2)Nc2ccc(F)cc21 (centres undefined)	-4	-3	0.5	5	3	0	3	-9	-7
Cc1cccc(NC(=O)C2CCCN(c3nc(C)cc(C)n3)C2)c1 (centres undefined)	0	7	-0.2	-8	-8	-6	-1	10	7

Limited to M4 PAM and CHRM5 agonist, for some of the entries so far:
structure	M4 PAM	CHRM5 agonist
COc1cc(S(=O)(=O)N2CCN(C(=O)c3ccco3)CC2)c(OC)cc1C	3	4
CC(C)(C)C(=O)N(CCN(C(=O)C(C)(C)C)c1ccccc1)c1ccccc1	-1	0

Next section.
SMILES	CHRM5 agonist	M5 PAM	M1 ag parental	M1 PAM parental	M5 antag	M4 antag	CHRM4 agonist	CHO-K1 Ca antag	M4 PAM
Cc1ccc(C(=O)NCC(=O)NCCCc2ccccc2)cc1	-4	-1	-0.5	1	5	-1	0	-8	-1
Cn1c(=O)c2cc(NC(=O)NCCc3cccs3)ccc2n1Cc1ccccc1	1	-3	0.6	-9	9	3	5	20	-4
Cc1nc(Sc2nnnn2C)c2c3c(sc2n1)CCC3	-1	1	0.1	19	-2	2	1	-9	8
COC(=O)C1C(O)=C(C=Nc2ccccc2)C(=O)CC1(C)C (centres undefined)	0	-8	0.5	18	8	-3	1	-21	-5
CCc1noc(C)c1C(=O)OCC(=O)NCc1ccccc1	0	2	3.9	0	8	1	2	-3	2
COCCn1c(C)cc(C(=O)CSc2nncn2-c2ccccc2)c1C	-2	-1	0.3	16	1	3	0	-2	2
Cc1ccc(NC(Cc2cc(C)no2)c2ccccc2)cc1 (centres undefined)	6	3	14	46*	-6	-4	8	-17	1
Cc1ccc(S(=O)(=O)N(C)Cc2ccc(-c3nnc4n3CCC4)cc2)cc1	0	6	0.0	-2	-3	4	0	-3	2
COc1ccc2nc3oc(C(=O)NCc4cccs4)cc3cc2c1	-2	0	0.7	16	-4	-2	1	-4	6
CCOc1ccc(-n2ccnc2SCC(=O)Nc2cc(C)on2)cc1	-1	-3	0.2	15	6	7	0	-8	3
O=C1O/C(=C/c2ccccc2)N=C1c1ccccc1	2	9	0.0	-5	-11	1	2	3	8
CC(C)C(NC(=O)c1ccc(Cl)cc1Cl)C(=O)N1CCC1 (centres undefined)	-5	-10	0.9	7	4	-17	0	-20	0
Cc1ccccc1-c1nc(CS(=O)(=O)CC(=O)N2CCc3ccccc32)c(C)o1	0	-1	0.4	6	-2	-7	1	2	2
CC(C)C(=O)N1CCN(c2ccccc2N)CC1	0	2	0.3	24	-5	-14	1	-11	2
CCCn1c(-c2cccc(F)c2)nc2c1c(=O)[nH]c(=O)n2Cc1ccccc1	-1	-5	-0.3	1	17	5	-1	0	0
CCOC(=O)Cc1csc(NC(=O)c2cccc(Cl)c2)n1	2	-2	4.6	13	6	7	4	1	-2
CCOc1ccc(NC(C)=O)cc1[N+](=O)[O-]	0	0	0.4	-11	5	8	0	-2	-4
COc1ccc(OC)c(-n2nnnc2SCC(=O)Nc2ccccc2OC)c1	1	-6	2.1	6	10	-6	3	2	-3
Cn1ncc([N+](=O)[O-])c1C(=O)Nc1cccc2ccccc12	-4	-1	-0.9	5	1	-9	0	4	2
O=C(COc1ccccc1[N+](=O)[O-])Nc1cccc(S(=O)(=O)NC2=NCCCCC2)c1	2	-9	7.8	5	4	-3	15	5	5
O=C(NCc1ccc(F)cc1)C(c1ccco1)N(C(=O)c1csnn1)C1CC1 (centres undefined)	-2	-1	0.5	10	1	-4	2	-15	2
O=S(=O)(Nc1ccc2c(c1)CCC2)c1cccs1	-5	-11	0.1	-8	9	14	-1	16	-6
Cc1ccccc1NC(=O)Cn1nc(-c2ccccc2)nc1-c1ccccc1	1	-2	-0.2	-7	6	7	-1	24*	10
c1ccc(-n2ncc3c(NCc4ccco4)ncnc32)cc1	-5	-3	0.8	15	3	0	1	0	3
Cc1c(NC(=O)Cn2ccc([N+](=O)[O-])n2)c(=O)n(-c2ccccc2)n1C	1	-3	0.0	1	1	2	1	-3	-5
COc1ccc(OCC(=O)NN2Cc3ccccc3C2=N)cc1	-1	8	-0.1	-3	-5	-5	1	3	9
COc1ccc(C(=O)CN2C(=O)NC3(CCCCC3)C2=O)cc1OC	2	9	19*	-2	-2	-10	1	13	5
COC(=O)c1cc(NC(=O)CC2Oc3ccccc3NC2=O)cc(C(=O)OC)c1 (centres undefined)	0	-5	3.5	-2	1	3	6	-1	-7
Nc1nn(-c2cccc(F)n2)cc1-c1ccc(Cl)cc1	-5	-8	0.8	18	9	10	1	-3	-8
COc1ccccc1NC(=O)Cc1noc(CSc2cc(C)c3ccccc3n2)n1	-2	-3	0.6	1	-2	8	1	-2	-6
Cc1noc(C)c1S(=O)(=O)N1CCC(C(=O)Nc2ccccn2)CC1	-3	-2	0.8	15	-4	0	1	-9	-4
O=c1cc(Cl)nc2ccccn12	-4	1	1.5	16	5	0	0	-11	-1
